TSG101-PTAP inh: blocks PTAP/TSG101 interaction to inhibit HIV-1 budding. Q99816. Fluorescence polarization, FITC-PTAP peptide / Tsg101 binding. Potency, µM (series often up to 115 µM), for the others: at the highest dose activity change, negative = inhibition, actives largely listed as inhibitors. 340,000 tested, under 10 active; active means well fitted inhibition curve with a large enough effect in the main read-out, with a control signal flat, not every such curve was filed as active; inconclusive means small, poorly fitted or top-dose-only effect, or effect the other way, or a change in a side signal; inactive means no such curve, though single readings can be large or run the other way; further: potency means the concentration at half of the fitted maximal effect; % of control where 0% means no effect
Target sequence (Q99816 whole entry, looked up): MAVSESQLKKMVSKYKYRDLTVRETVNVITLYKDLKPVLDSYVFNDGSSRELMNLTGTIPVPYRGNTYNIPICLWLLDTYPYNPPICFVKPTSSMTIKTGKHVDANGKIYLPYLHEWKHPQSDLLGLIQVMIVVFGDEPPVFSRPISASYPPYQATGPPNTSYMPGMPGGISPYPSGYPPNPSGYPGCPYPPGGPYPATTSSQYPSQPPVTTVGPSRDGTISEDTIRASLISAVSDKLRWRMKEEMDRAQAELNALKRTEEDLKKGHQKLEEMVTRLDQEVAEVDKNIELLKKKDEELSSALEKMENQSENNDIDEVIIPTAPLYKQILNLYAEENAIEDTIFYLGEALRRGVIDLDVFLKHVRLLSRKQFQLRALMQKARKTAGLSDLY
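Steps: Tsg101 binding domain dispensed (10 uM final), compounds pinned in DMSO, FITC-labeled PTAP-motif peptide added (50 nM final); after 20 min binding at room temperature, polarization measured.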
Eya2 inh: blocks the phosphatase activity of human Eya2. O00167. recombinant Eya2, OMFP fluorescence dephosphorylation (OMFP is methylfluorescein phosphate). Potency, µM (doses to about 76.9 µM), without a hit: at the highest dose activity, negative = inhibition, most hits filed as inhibitors. 330,000 compounds, 0.006% hits; further: potency means the concentration at half of the fitted maximal effect; on the % scale 0 is the no-effect control and ±100 the full control effect
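Eya2 protein (added as 0.2 uM solution) was preincubated with compound for 10 min at ambient temperature in 50 mM HEPES pH 7.5, 50 mM NaCl, 5 uM MgCl2, 0.05% BSA, 1 mM DTT. OMFP (added at 50 uM) then reacted 10 min; fluorescence read at 485/525 nm.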
USP2a inh: USP2a (human) protease inhibition; 330,000 compounds, 0.01% hits; Potency, µM (series often up to 38.3 µM), for the others: at the highest dose activity change, negative = inhibition, actives largely listed as inhibitors; USP2 core, Ub-CHOP2 coupled fluorogenic reporter, 485/531; O75604;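 further: potency means the concentration at half of the fitted maximal effect; plate controls were DMSO wells for no effect and full inhibition by NEM control for full effect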
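Deubiquitinase activity read as fluorescence (485/531 nm) after Ub-CHOP2 cleavage activates the enterokinase reporter on its substrate; USP2 core 10nM, Ub-CHOP2 and substrate 25nM each, 30min compound preincubation then 60min RT; data normalized to NEM, curves fitted.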
TRPV1 agonist: activates the human vanilloid receptor TRPV1. TRPV1-expressing cells, Fluo-8 calcium influx, agonist mode. 320,000 compounds, 0.19% hits. Q8NER1. activation, % at 8.33 µM; in the data active means activation above about 80%; inconclusive means between about 30% and that limit; further: 0% is about no effect
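Fluo-8 calcium influx in TRPV1-expressing cells, kinetic read (ex 480/em 520 nm). Compound added and read 3 min for agonist activity, followed by capsaicin at EC20 final and 2 min further read for enhancement.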
ELG1 genotoxic: induces genotoxicity in HEK293T cells with luciferase-tagged ELG1; HEK293T ELG1-luciferase reporter, luminescence, 16 h; Potency, µM (top dose mostly 46 µM), without a hit: at the top dose activity change, positive = activation, actives largely listed as activators; 330,000 compounds, 1.3% hits; further: potency means the concentration at half of the fitted maximal effect; % of control where 0% means no effect; nearly all actives have a fitted effect of over 60% in size
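16 hr compound incubation (37 °C, 5% CO2) of HEK293T cells carrying luciferase-tagged ELG1; luciferase then measured by ONE-Glo luminescence after 30 min at RT.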
B2AR arrestin: recruits beta-arrestin to the human beta2-adrenergic receptor; P07550; beta-arrestin recruitment to beta2AR, cell-based reporter; Potency, µM (top dose mostly 46.1 µM), inactives show at the highest dose activation, actives largely listed as activators; 330,000 compounds, 0.02% hits;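 further: potency means the concentration at half of the fitted maximal effect; 0% = DMSO controls and full agonism = EC100 isoproterenol or metaproterenol; nearly all actives have a fitted effect of over 65% in size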
S-ASM inh: human S-ASM enzyme inhibition. P17405. placental ASM, HMU-PC fluorogenic substrate, 60 min. Potency, µM (highest dose often 57.5 µM), for inactives: at the top dose activity change, negative = inhibition, usual class: inhibitors. 340,000 compounds, 0.006% hits. AID 504937; further: potency means the concentration at half of the fitted maximal effect
Target sequence (P17405 47-631 limits assumed): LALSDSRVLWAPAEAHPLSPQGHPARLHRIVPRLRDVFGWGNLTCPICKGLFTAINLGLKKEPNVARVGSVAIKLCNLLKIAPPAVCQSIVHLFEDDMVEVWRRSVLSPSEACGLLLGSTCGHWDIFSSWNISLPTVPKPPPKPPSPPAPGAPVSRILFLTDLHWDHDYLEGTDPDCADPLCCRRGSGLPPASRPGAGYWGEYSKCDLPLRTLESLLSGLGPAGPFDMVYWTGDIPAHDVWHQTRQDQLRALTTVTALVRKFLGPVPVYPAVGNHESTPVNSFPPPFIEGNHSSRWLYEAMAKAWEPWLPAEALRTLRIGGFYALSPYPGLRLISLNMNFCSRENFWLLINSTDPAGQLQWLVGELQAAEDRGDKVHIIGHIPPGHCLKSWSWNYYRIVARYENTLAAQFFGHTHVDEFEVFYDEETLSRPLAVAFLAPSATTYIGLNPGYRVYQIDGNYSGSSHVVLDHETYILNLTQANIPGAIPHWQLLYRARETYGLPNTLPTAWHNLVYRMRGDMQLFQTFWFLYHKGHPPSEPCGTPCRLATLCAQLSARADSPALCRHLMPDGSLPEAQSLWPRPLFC
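HMU-PC0 cleavage (9 uM final) by human placental ASM, 60 min at 37 °C following 10 min compound exposure at RT; stopped at pH 10, fluorescence Ex 386/Em 447 nm.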
uPA generation: cell surface uPA generation inhibition | 330,000 compounds, 0.31% hits | AID 540303 | cell surface uPA generation assay, qHTS | Potency, µM (titrated, usually from 38.3 µM), for inactives: at the highest dose activity change, negative = inhibition, hits mostly inhibitors; active means well fitted inhibition curve with a large enough effect; inconclusive means small, poorly fitted or top-dose-only effect; inactive means no such curve, though single readings can be large or run the other way; tested in mouse RAW 264.7 cells; further: potency means the concentration at half of the fitted maximal effect; on the % scale 0 is the no-effect control and ±100 the full control effect; nearly all actives have a fitted effect of over 55% in size
p53 reactivator: mutant p53 re-activation in reporter cells | Potency, µM (series often up to 92.2 µM), without a hit: top-dose activity change, positive = activation, hits mostly activators | 320,000 compounds, 0.063% hits | AID 504706 | H1299 p53-A138V BP100-luciferase reporter, luminescence, 24 h; further: potency means the concentration at half of the fitted maximal effect; % of control where 0% means no effect; nearly all actives have a fitted effect of over 45% in size
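p53-null H1299 cells stably carrying temperature-sensitive p53-A138V and a BP100-luciferase reporter were pinned with compounds (4-point, 1:5 series) and held 24 hrs at 37 deg C. Luminescence was read 10 min after detection reagent.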
a7 integrin act: activators of alpha7 integrin expression for muscular dystrophy. alpha7betagal myoblasts, beta-gal FDG fluorescence, 48 h. Potency, µM (top dose mostly 38.3 µM), without a hit: top-dose activation, hits mostly activators. 350,000 compounds, 0.064% hits. AID 624291;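 further: potency means the concentration at half of the fitted maximal effect; 100% = response of the positive control SU9516; nearly all actives have a fitted effect of over 60% in size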
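Alpha7betagal+/- myoblasts (passage 13) were plated 16-24 hr, then exposed to compounds (1:260 dilution of DMSO stock) for 48 hours at 37C. After MPER lysis, β-galactosidase reporter activity was read as FDG fluorescence (ex 480/em 540) after 30 minutes.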
BRCA1 expr up: BRCA1 expression activation; MCF7-BRCA1-FFLuc reporter, luminescence, 48 h; response scale: scaled: vehicle 0%, 10 µM genistein 100%; Potency, µM (series often up to 46.1 µM), inactives show top-dose activation, usual class: activators; 380,000 compounds, 1.1% hits; AID 624202; further: potency means the concentration at half of the fitted maximal effect; nearly all actives have a fitted effect of over 80% in size; some results filed as inactive show a strong effect at the top dose
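Activators of BRCA1 expression were detected as increased firefly luciferase luminescence in engineered MCF7 cells after 48 h compound incubation. Signals were scaled to genistein 10 microM as full activation.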
Starred values were filed as active, the others as inactive; ? = inconclusive; / = no result given; [ ] = dose if it differs, or a comment. Unless noted, the call rests on the fitted dose curve; in most records, active means well fitted curve in the direction sought with a large enough effect; inconclusive means small, poorly fitted or top-dose-only effect, or another doubt; inactive means no such curve, though single readings can be large; an effect the other way counts as inactive or inconclusive.

Order of values: Eya2 inh, a7 integrin act, B2AR arrestin, BRCA1 expr up, TRPV1 agonist, S-ASM inh, p53 reactivator, uPA generation, TSG101-PTAP inh, USP2a inh, ELG1 genotoxic
CCOC(=O)c1c(CN2CCCCC2)n(C)c2cc(Br)c(OC)cc12
→ -8%, 0%, -0.1%, 7%, 24, -6%, 2%, 2%, -5%, 2%, -8%
COC(=O)C(=N/Nc1ccccc1C(=O)OC)/C(C)=N/O
→ 3%, 1%, -0.3%, -12%, 0, -2%, 0%, -1%, 1%, -2%, -2%
O=C(Nc1nc(-c2ccccc2)cs1)c1cccc([N+](=O)[O-])c1
→ -3%, 15%[7.66 µM], -0.9%, -2%, -5, -19%, -7%, -3%, -7%, 2%, -5%
Cc1cc(OC(=O)c2ccc3ccccc3c2)c([N+](=O)[O-])c(=O)[nH]1
→ 6%, 7%, 0.0%, 11%, -3, 2%, 5%, -1%, -7%, -3%, 2%
CCOc1ccc(/C(O)=C2/C(=O)C(=O)N(CCOCCO)C2c2cccnc2)cc1 (stereo unspecified)
→ 15%, 0%, -0.6%, 2%, -1, -3%, -9%, 3%, -5%, 4%, 1%
O=C(CN1C(=O)C2C3CCC(C3)C2C1=O)Oc1ccc2ccccc2c1 (stereo unspecified)
→ -12%, 19%, -0.5%, 7%, 5, -3%, 34%, 3%, -1%, -1%, 3%
CCOc1ccc2nc(Cl)sc2c1
→ 7%, ?, -0.2%, 10%, 3, -2%, -1%, 5%, -1%, 2%, 0%
C=CCN(CC=C)C(=S)Nc1cc(Cl)ccc1OC
→ 2%, ?, -0.2%, -37%, 5, 5%, 4%, 0%, -2%, -1%, -2%
O=[N+]([O-])c1ccc(-c2cccnc2)cc1
→ /, 13%, /, -8%, /, 3%, /, 1%, -8%, /, /
O=C1NC[C@@H](Cc2ccc(O)cc2)N(CCc2cccc(F)c2)C1=O
→ 1%, 24%, -1.1%, -4%, -2, 3%, -3%, -1%, 0%, 3%, 1%

(next part)
Order of values: Eya2 inh, a7 integrin act, B2AR arrestin, BRCA1 expr up, TRPV1 agonist, S-ASM inh, p53 reactivator, uPA generation, TSG101-PTAP inh, USP2a inh, ELG1 genotoxic
COc1ccc(C(NC(=O)N2CC(C)OC(C)C2)C(Cl)(Cl)Cl)cc1F (stereo unspecified)
→ -4%, -8%, -0.1%, -21%, 19, 0%, -11%, -1%, -2%, 1%, -5%
OC(COc1ccc2ccccc2c1Br)Cn1ccnc1 (stereo unspecified)
→ 1%, -22%, 0.1%, -4%, 3, 2%, -1%, -3%, -3%, -1%, -1%
CC(C)n1c(SCC(=O)NCc2ccco2)nc2c1c(=O)n(C)c(=O)n2C
→ 8%, 10%, -0.1%, 8%, 2, -3%, 2%, 5%, -4%, 3%, 1%
O=C(NC(=O)c1ccccc1)Nc1ccccn1
→ 3%, /, 0.0%, /, 2, /, -3%, /, /, 2%, ?
O=C(NCc1ccco1)c1nc2c(nnn2Cc2cccc(Cl)c2)c(=O)[nH]1
→ -2%, 6%, -0.7%, 4%, 1, -8%, -3%, 4%, -1%, -6%, 0%
COc1cc(C(=O)N2CCN(C(=O)C3CCCO3)CC2)cc(OC)c1OC (stereo unspecified)
→ 23%, 16%, -0.9%, 8%, 4, 2%, -3%, 5%, -1%, -2%, 1%
COc1ccc(S(=O)(=O)N2CCOCC2)cc1NC(=O)c1cccc(-n2cccc2)c1
→ 34%, -17%, 0.8%, 2%, 1, 0%, 2%, -1%, -2%, -1%, 4%
CC(C)(C)c1ccc(-c2nnc(SCC(=O)NCC3CCCO3)n2N)cc1 (stereo unspecified)
→ -23%, -9%, 0.5%, 15%, /, 0%, 4%, -20%, 0%, 5%, 1%
COc1cccc(OCC(=O)Nc2ccccc2-c2ccccc2)c1
→ -6%, 32%, 0.2%, -7%, ?, -4%, -3%, 9%, -3%, 0%, -19%
Cn1c(-c2ccccc2)cc2c3no[n+]([O-])c3ccc21
→ 3%, -25%, -1.0%, -39%, 1, -6%, 7.1µM*, -15%, -3%, 2%, 5%

Following part.
Order of values: Eya2 inh, a7 integrin act, B2AR arrestin, BRCA1 expr up, TRPV1 agonist, S-ASM inh, p53 reactivator, uPA generation, TSG101-PTAP inh, USP2a inh, ELG1 genotoxic
Cc1ccccc1CC(=O)Nc1ccc(C(=O)N2CCCC2)cc1
→ 7%, 21%, 0.5%, 51%, -5, -5%, /, 4%, 0%, 0%, 17%
CCCCC(c1nnnn1CS(=O)(=O)c1ccc(C)cc1)N1CCN(c2ccccc2)CC1 (stereo unspecified)
→ 12%, 3%, 0.2%, -20%, 13, -3%, -1%, 6%, -1%, 0%, 2%
CCC1CCCCN1CCCNC(=O)C1CCN(S(=O)(=O)N2CCCCC2)CC1 (stereo unspecified)
→ 6%, 0%, 0.0%, 6%, 0, 3%, 1%, 5%, -2%, 1%, 1%
Cc1ccoc1C(=O)Nc1ccc(CC(=O)O)cc1
→ 0%, 13%, -0.2%, -76%, -4, 1%, -13%, /, -5%, 1%, ?
Cc1cc(O)c(C(C)C)cc1N=Cc1ccccc1[N+](=O)[O-]
→ /, -29%, /, -59%, /, -1%, /, -9%, -6%, /, /
CC(=O)NC1=NN(C(C)=O)C(c2ccc(F)cc2)S1 (stereo unspecified)
→ -5%, -52%, -0.1%, 5%, 1, 2%, 10%, -11%, 0%, 1%, 4%
Cc1ccc(NC(=O)c2ncn(CC(=O)N[C@H](C)c3cccc4ccccc34)n2)cc1C
→ -9%, 13%, -0.1%, 73%, /, -8%, 10%, ?, -1%, 1%, 4%
CC(=O)Oc1ccc2c(C)cc(=O)oc2c1C(=O)c1ccccc1
→ -11%, 33%, -0.5%, -36%, 0, 59%[activator], -2%, -3%, 2%, 1%, 1%
O=C(O)c1ccc(N/N=C/c2ccc(OC(=O)c3cccc(Cl)c3)cc2)cc1
→ 1%, ?, -0.4%, ?, 13, 0%, -10%, 2%, -5%, -2%, -4%
CNC(=O)C1=C(C)Nc2nc3ccccc3n2C1c1ccc(F)cc1 (stereo unspecified)
→ 8%, 0%, -0.7%, 1%, 0, 8%, 2%, -1%, -1%, 3%, 1%

The list continues.
Order of values: Eya2 inh, a7 integrin act, B2AR arrestin, BRCA1 expr up, TRPV1 agonist, S-ASM inh, p53 reactivator, uPA generation, TSG101-PTAP inh, USP2a inh, ELG1 genotoxic
CC1=C(C(=O)Nc2cccc(C(=O)NC3CCCC(C)C3C)c2)SCCO1 (stereo unspecified)
→ -2%, 7%, ?, -4%, 7, 0%, -3%, ?, -3%, -1%, -8%
COc1ccc(-c2[nH]c(-c3ccc(C(=O)O)cc3)nc2-c2ccccc2)cc1
→ -4%, 2%, -1.3%, 2%, 0, 188%[activator], -3%, 5%, -8%, 4%, 2%
COc1cc(/C=C2\Oc3cc(O)ccc3C2=O)ccc1O
→ 16%, -7%, 0.0%, ?, 17, -12%, ?, 6.3µM*, ?, ?, 23µM*
O=C(Nc1nc2c(s1)CCCC2)c1ccc(N2C(=O)CCC2=O)cc1
→ -4%, 22%, -0.4%, 22%, -4, -1%, 34%, -1%, -3%, -1%, ?
CCOC(=O)Nc1ccc2c(c1)nc(CN1CCOCC1)n2C
→ 7%, -4%, -0.1%, 38%, -1, 5%, 10%, 7%, -2%, 5%, 5%
CN(Cc1ccon1)C(=O)CCc1nnc(Cc2ccc(-c3ccccc3)cc2)o1
→ 3%, -13%, -0.4%, 7%, 10, -6%, -1%, -1%, -3%, 10%, 0%
Cc1ccc(OCC(=O)n2nc(C)cc2C)c(Br)c1
→ -18%, -21%, 0.4%, 7%, 5, -4%, -1%, 3%, -4%, 1%, 1%
O=C(COC(=O)c1ncc(Cl)c(Cl)c1Cl)NNC(=O)c1ccccc1
→ 10%, -23%, 0.4%, 1%, 4, 2%, 4%, 0%, -4%, 0%, -8%
COc1ccc(S(=O)(=O)N2CCc3ccccc32)cc1C(=O)NCC(c1ccco1)N1CCCC1 (stereo unspecified)
→ -17%, 22%, 0.3%, -6%, /, 0%, -6%, -6%, -1%, 4%, 0%
CCCC(=O)Nc1ccc2nc(SCC(=O)N3CCCC3)sc2c1
→ -16%, 13%, 0.3%, 30%, 2, -2%, 4%, 1%, -5%, 0%, 0%
CCc1nnc(NC(=O)Nc2ccc(Cl)cc2)s1
→ 1%, 5%, -0.4%, 72%, 0, 3%, 3%, 22%, -2%, 3%, 3%
Cc1ccccc1CC1SC(N=C(N)N)=NC1=O (stereo unspecified)
→ 14%, 3%, 0.1%, 4%, 11, 2%, /, 0%, 1%, 1%, 6%
CN(C)S(=O)(=O)c1ccc(Cl)c(C(=O)Nc2ccc(S(=O)(=O)N3CCOCC3)cc2)c1
→ -32%, -18%, 0.1%, -21%, 4, 0%, -2%, -1%, -2%, 1%, -8%

An unsorted share of the library; any-hit rate near 2.6%.
